Bioassay records (PubChem)
CIT2 TOR yeast: alters CIT2-GFP fluorescence in TOR pathway yeast screen | GFP response vs DMSO, % at 10 µM | AID 2029 | S. cerevisiae CIT2-GFP strain, flow cytometry, 3 h; 100 means same as DMSO wells | hit rate 0.065% among 320,000;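 active = GFP response relative to DMSO above a set limit, near the screen mean plus 3 SD, cut at about 150% in these data; inconclusive = Fewer than 70 cells measured for a yeast strain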;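 also: ratio of well median GFP fluorescence to mean of DMSO wells on the plate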
AGP1-GFP MLPCN: yeast TOR pathway AGP1-GFP modulation | AID 2066 | hit rate 0.02% among 320,000 | GFP response vs DMSO, % at 10 µM | S. cerevisiae AGP1-GFP multiplex flow cytometry, 3 h; GFP as percent of DMSO wells;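 active = GFP response relative to DMSO above a set limit, near screen average plus 3 SD, cut at about 150% in these data; inconclusive = fewer than 70 cells counted for the yeast strain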;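 also: median GFP channel fluorescence of the gated AGP1 strain per well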
GRK2 inh: inhibitors of human GRK2 displacing RNA aptamer; inhibition of aptamer binding, % at 10 µM; bead flow cytometry, FAM-aptamer displacement from GRK2; hit rate 0.59% among 330,000; AID 488847;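 active = inhibition of aptamer binding above 40%, roughly 3 SD of noise, on plates passing a quality check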;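 also: median bead fluorescence of bound FAM aptamer so fluorescent compounds give negative values; no value below 0 was filed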
Target sequence (P25098 whole entry, looked up): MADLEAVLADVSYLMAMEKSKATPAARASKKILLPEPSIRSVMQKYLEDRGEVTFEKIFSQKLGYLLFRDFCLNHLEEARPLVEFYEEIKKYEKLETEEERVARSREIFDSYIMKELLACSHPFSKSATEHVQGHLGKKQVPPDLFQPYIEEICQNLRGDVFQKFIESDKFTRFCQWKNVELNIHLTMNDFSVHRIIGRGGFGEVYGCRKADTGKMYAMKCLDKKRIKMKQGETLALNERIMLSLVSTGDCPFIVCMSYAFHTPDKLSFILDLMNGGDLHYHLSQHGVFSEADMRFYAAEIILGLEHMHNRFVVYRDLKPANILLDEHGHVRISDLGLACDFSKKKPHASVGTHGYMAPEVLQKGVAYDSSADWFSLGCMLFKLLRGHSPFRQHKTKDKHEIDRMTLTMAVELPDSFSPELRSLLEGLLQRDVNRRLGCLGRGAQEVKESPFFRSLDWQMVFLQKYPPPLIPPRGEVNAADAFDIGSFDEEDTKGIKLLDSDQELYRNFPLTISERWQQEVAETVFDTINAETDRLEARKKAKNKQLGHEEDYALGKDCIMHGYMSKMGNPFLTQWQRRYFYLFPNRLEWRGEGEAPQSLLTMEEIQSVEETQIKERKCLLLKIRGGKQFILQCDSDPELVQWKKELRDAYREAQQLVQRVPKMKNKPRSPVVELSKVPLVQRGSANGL
MEP2 TOR yeast: modulators of TOR pathway MEP2-GFP in S. cerevisiae | S. cerevisiae MEP2-GFP strain, flow cytometry GFP, 3 h; 100% = DMSO control level | GFP response vs DMSO, % at 10 µM | hit rate 0.51% among 330,000 | AID 2016;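 active = GFP response versus DMSO above a set limit, roughly screen mean plus 3 SD, cut at about 180% in these data; inconclusive = fewer than 70 cells counted for a yeast strain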;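 also: median GFP fluorescence of the barcode-gated MEP2-GFP cells per well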
RPL19A-GFP yeast: yeast TOR pathway RPL19A-GFP modulation | S. cerevisiae RPL19A-GFP strain, flow cytometry, 3 h; hits give low values | percent response vs DMSO, % at 10 µM | hit rate 0.3% among 330,000 | AID 2025;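 active = percent response vs DMSO below 50%; inconclusive = fewer than 70 events counted for the yeast strain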;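 also: median channel GFP fluorescence of the barcoded RPL19A-GFP strain; ratio of sample median GFP to plate DMSO average so 100% = DMSO; lower means less RPL19A-GFP as with rapamycin TOR inhibition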
LAP4-GFP MLPCN: modulators of TOR pathway LAP4-GFP in S. cerevisiae; S. cerevisiae LAP4-GFP multiplex, flow cytometry GFP, 3 h; median GFP as percent of DMSO wells; hit rate 0.34% among 320,000; GFP response vs DMSO, % at 10 µM;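 active = GFP response vs DMSO above a set limit, about the screen mean plus 3 SD, cut at about 150% in these data; inconclusive = under 70 cell events counted for the yeast strain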
VLA-4 inh: inhibition in a human VLA-4 binding assay | VLA-4 expressing cells, ligand binding flow cytometry | inhibition, % (about 7 µM as worked out from the volumes in the protocol) | hit rate 0.2% among 330,000 | AID 2557; in the data active = inhibition above about 50%
JMJD2C inh: human JMJD2C demethylase inhibition | Q9H3R0 | GST-JMJD2C(1-420) H3K9me3 demethylation, DELFIA europium | hit rate 0.069% among 330,000 | inhibition, % at 2.35 µM;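 active = more than half of a compound's replicate wells show inhibition beyond 50%, single wells judged on their own value; inconclusive = some, but no more than half, of replicates pass 50% inhibition; inactive = no replicate passes 50% inhibition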;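 also: signal counts dimethyl H3K9 product captured on neutravidin plate; 0% = median of DMSO wells and 100% = 0.3 times that DMSO median; strong numbers were not always called active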
Target sequence (Q9H3R0 1-420 limits assumed): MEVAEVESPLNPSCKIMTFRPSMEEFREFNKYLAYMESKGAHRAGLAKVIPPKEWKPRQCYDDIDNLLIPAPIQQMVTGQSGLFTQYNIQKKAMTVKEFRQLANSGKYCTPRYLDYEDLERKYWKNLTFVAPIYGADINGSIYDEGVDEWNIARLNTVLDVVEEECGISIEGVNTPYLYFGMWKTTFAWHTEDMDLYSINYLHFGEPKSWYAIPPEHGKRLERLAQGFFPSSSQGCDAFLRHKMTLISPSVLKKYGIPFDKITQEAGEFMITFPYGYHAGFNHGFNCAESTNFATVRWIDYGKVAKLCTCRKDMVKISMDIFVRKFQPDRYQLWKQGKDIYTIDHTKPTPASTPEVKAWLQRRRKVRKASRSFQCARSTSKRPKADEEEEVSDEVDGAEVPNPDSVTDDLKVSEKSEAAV
* hit, by the source's call; u = inconclusive; x = not tested or not shown; [ ] = remark or other dose.

CIT2 TOR yeast	AGP1-GFP MLPCN	GRK2 inh	MEP2 TOR yeast	RPL19A-GFP yeast	LAP4-GFP MLPCN	VLA-4 inh	JMJD2C inh	Compound
101	92	0	98	95	101	-2	-3	CCc1cc(=O)oc2cc(OCC(=O)N3CCCc4ccccc43)ccc12
85	104	3	109	105	140	7	8	COc1ccccc1-c1nnc2sc(C3CCCCC3)nn12
79	92	0	82	91	90	4	-9	CC(C)n1c(N2CCN(C(=O)N3CCCCC3)CC2)nc2ccccc21
106	103	0	103	102	94	2	3	O=C(CN1CCCC1c1cccs1)Nc1cc(S(=O)(=O)N2CCCC2)ccc1Cl (stereo not drawn)
84	94	0	89	93	94	-5	21	COc1ccc(CCNC(=O)CSc2nc3[nH]c(=O)cc(O)c3s2)cc1
112	109	0	108	104	102	-1	2	COc1ccccc1N1CCN(Cc2ccco2)CC1
x	x	2	94	95	x	1	-117	Cc1cc(N)ccc1-n1nc2ccccc2n1
103	106	2	104	105	116	0	3	CCc1cccc(NS(=O)(=O)c2ccc3c(c2)oc(=O)n3C)c1
99	95	0	103	105	93	7	16	CCCOc1ccc(C(=O)Nc2ccc3c(c2)OCCO3)cc1
102	109	0	107	103	96	-4	6	CCC(C)(C)NC(=O)c1cc(C(=O)OC)cc([N+](=O)[O-])c1
105	122	0	100	111	108	13	8	Cc1c(C(=O)OC2CCCCC2)[nH]c2c1C(=O)CC(C)(C)C2
103[may fluoresce green]	104[may fluoresce green]	2	105[may fluoresce green]	100[may fluoresce green]	109[may fluoresce green]	7	-6	CCN(CC(=O)Nc1ccc2c(c1)OCCO2)C(=O)c1cccc(OCC(C)C)c1
104	97	0	99	104	94	0	-9	OCCNCCSc1ccc(Cl)cc1
99	91	0	96	96	89	-4	6	O=C(NN=C1CCCCC1)c1ccccc1OCc1ccc(F)cc1
u	u	1	u	u	u	16	1	CCC(=O)Nn1c(C)nnc1C
105	97	1	103	98	94	11	-4	CCn1cc(/C=N\NC(=O)COc2cccc(C)c2C)c(C)n1
94	96	0	88	93	93	8	-11	CC(=O)N1c2c(cc(Br)cc2S(=O)(=O)Nc2c(C)n(C)n(-c3ccccc3)c2=O)CC1C (stereo not drawn)
89	100	5	94	96	106	-2	32	CCOc1ccc(/C=N/NC(=O)c2nnn(-c3nonc3N)c2COc2ccc(F)cc2)cc1
83	95	2	97	90	101	7	7	O=C(COC(=O)c1cc(Br)ccc1Cl)NC1CCCC1
108	x	2	100	100	102	6	-6	N#CC1=C(N)N=C(SCc2ccccc2)C(C(N)=O)C12CCCCC2 (stereo not drawn)
92	89	2	92	90	87	-2	3	O=C1SCCc2c1n(Cc1ccccc1)c1ccccc21
106	102	4	103	107	105	16	-5	CCC(=O)NNc1ncnc2c1cnn2-c1cccc(C)c1
96	98	1	100	98	105	9	-2	CCCn1c(SCc2nc(-c3cccs3)no2)nnc1-c1ccncc1
101	108	0	96	101	110	2	0	CCNC1CCS(=O)(=O)C1 (stereo not drawn)
104	103	2	107	104	95	15	2	CCN(CC)C(=O)COCc1cc(-c2ccc3c(c2)OCO3)on1
110	106	0	112	107	121	-1	-1	CC1CCc2sc(C(=O)OCC(=O)NC(C)C)cc2C1 (stereo not drawn)
103	103	0	107	101	107	2	-2	COC(=O)[C@H](C)NC(=O)NCc1ccco1
104	103	1	102	103	97	8	-11	NS(=O)(=O)c1ccc(CCNC(=O)CNS(=O)(=O)c2cccc(Br)c2)cc1
103	101	2	102	100	98	5	12	CCn1c(SCC(=O)Nc2ccc3c(c2)OCCO3)nnc1-c1ccco1
109	101	0	103	99	98	-12	-3	CN(C)c1ccc(/C=C/C#N)cc1
94	95	0	89	101	94	9	22	C=CCNC(=S)N/N=C1\CCS(=O)(=O)c2ccccc21
96	x	0	98	98	98	1	0	CCOC(=O)Cn1c(=S)[nH]c2c(oc3ccc(Cl)cc32)c1=O
93	85	2	102	90	87	10	-4	O=C(NCc1ccco1)C(c1ccncc1)N(C(=O)Cn1nnc2ccccc21)c1ccccc1F (stereo not drawn)
102	89	2	93	99	121	-6	2	CCO[C@@H]1OC(C(N)=O)=C[C@H](c2coc3ccccc3c2=O)[C@H]1CCCO
101	97	0	100	106	87	17	-21	CC(C)CC(=O)Nc1ccc(-c2nc3ccccc3c(=O)[nH]2)cc1
85	99	2	97	96	103	11	-4	CC(OC(=O)CNC(=O)c1sc2ccccc2c1Cl)C(=O)NC1(C#N)CCCCC1 (stereo not drawn)
90	90	2	91	103	105	1	-4	O=C1C(Cc2ccccc2)Nc2ncnc(N3CCN(c4ccccc4)CC3)c2N1Cc1ccccc1 (stereo not drawn)
101	105	0	106	98	114	1	7	CN(Cc1ccccc1)c1ncnc2c1cnn2-c1ccccc1
111	93	14	100	98	96	-8	-24	CCCSc1nnc(NC(=O)CSc2sc3c(O)cc(=O)[nH]c3c2C#N)s1
101	103	2	95	94	112	0	10	O=C(CCCOc1ccccc1)N1CCN(S(=O)(=O)c2ccc(Cl)cc2)CC1
101	96	2	106	98	98	0	-2	O=C(Cc1n[nH]c(=O)[nH]c1=O)N/N=C/c1c(O)ccc2ccccc12
91	105	3	93	97	111	-3	8	NS(=O)(=O)c1ccc(N=Cc2c(O)n(-c3nccs3)c(=O)c3ccccc23)cc1
103	101	0	99	99	94	12	-6	COc1cc(C(=O)Nc2cc(C)c(OCC(=O)N3CCOCC3)c(C)c2)cc(OC)c1OC
96	94	0	108	99	105	23	2	CCCCCOc1ccccc1C(=O)NCCC(=O)O
90	92	0	95	89	95	-4	22	Cc1nn(C)c(Cl)c1CN1CCN(CCC(C)C)C(CCO)C1 (stereo not drawn)
94	103	0	108	99	95	8	1	CCN=C1SC(CC(=O)NC(N)=O)C(=O)N1CC (stereo not drawn)
98	107	2	105	106	95	-10	-14	CSCCC(NC(=O)C1CCC(C)CC1)C(=O)O (stereo not drawn)
111	96	0	129	95	125	7	13	C/C(=N\OC(=O)Nc1ccc(Cl)cc1)c1ccc(F)c(F)c1
97	101	1	99	100	108	12	-8	CCCCc1ccc(-c2ccc(C)cc2O)nc1
91	104	2	98	94	112	1	7	COC(=O)c1ccccc1C(=O)N(c1ccccc1)c1ccccc1
97	98	1	102	97	88	13	-14	CCCC(=O)C1=C(O)C(C(=O)OC)C(C)(C)CC1=NCc1ccccc1 (stereo not drawn)
84	88	0	102	94	108	-15	3	CCCCCCCCC(=O)O
82	69	0	116	103	93	4	-11	CCC(CC)C(=O)c1c[nH]c(C(=O)NCc2ccc(F)cc2)c1
106	107	2	108	105	98	2	-2	CCOC(=O)C1CCN(C(=O)CCc2c(C)nc3cc(-c4ccc(OC)cc4OC)nn3c2C)CC1
98	107	4	98	103	122	11	-3	Cc1cccc(NC(=O)c2ccc([N+](=O)[O-])o2)c1C
96	101	1	106	101	95	3	-4	CC1(C)CC(=O)C2=C(C1)NC(=O)NC2c1ccc([N+](=O)[O-])cc1 (stereo not drawn)
106	108	0	105	103	102	0	17	C=CCc1cc(/C=N/n2cnnc2)cc(OCC)c1O
102	94	2	98	96	92	11	3	N#CCCN(C(=O)COC(=O)CCNS(=O)(=O)c1ccccc1)c1ccccc1
91	92	1	97	90	93	2	-4	COc1ccc(-n2cnnc2SCC(=O)Nc2cc(C)on2)cc1
100	98	2	102	95	115	1	4	COC(=O)c1cc(S(=O)(=O)Nc2ccc(C)cn2)c[nH]1

Given with each value named: two of the compounds above.
> CC(OC(=O)CNC(=O)c1sc2ccccc2c1Cl)C(=O)NC1(C#N)CCCCC1 (stereo not drawn)
- CIT2 TOR yeast = 85
- AGP1-GFP MLPCN = 99
- GRK2 inh = 2
- MEP2 TOR yeast = 97
- RPL19A-GFP yeast = 96
- LAP4-GFP MLPCN = 103
- VLA-4 inh = 11
- JMJD2C inh = -4
> O=C1C(Cc2ccccc2)Nc2ncnc(N3CCN(c4ccccc4)CC3)c2N1Cc1ccccc1 (stereo not drawn)
- CIT2 TOR yeast = 90
- AGP1-GFP MLPCN = 90
- GRK2 inh = 2
- MEP2 TOR yeast = 91
- RPL19A-GFP yeast = 103
- LAP4-GFP MLPCN = 105
- VLA-4 inh = 1
- JMJD2C inh = -4

(next part)
CIT2 TOR yeast	AGP1-GFP MLPCN	GRK2 inh	MEP2 TOR yeast	RPL19A-GFP yeast	LAP4-GFP MLPCN	VLA-4 inh	JMJD2C inh	Compound
98	100	0	107	96	91	-5	-6	O=C(CNC(=O)c1ccc(Br)o1)Nc1ccncc1
87	102	0	90	93	110	1	7	O=C(COC(=O)c1ccc(S(=O)(=O)N2CCCC2)cc1)Nc1cccnc1Cl
107	107	1	106	105	102	0	1	CCOC(=O)Cn1cnc2scc(-c3ccccc3)c2c1=O
101	97	0	103	104	96	9	7	O=C(/C=C/c1ccc(Br)cc1)c1ccc(NC2=NCCCS2)cc1
98	98	4	107	100	96	23	-15	COC(=O)CSc1nnc(-c2ccncc2)n1N
107	108	0	101	104	104	-1	-8	COc1cccc(C2CC(c3ccc(F)cc3)Nc3nc(N)nn32)c1 (stereo not drawn)
108	102	3	104	99	96	-14	-13	CN1C(=O)C(C)(C)c2cc(S(=O)(=O)N3CCC(C(=O)NCc4ccccc4Cl)CC3)ccc21
112	112	2	106	105	99	-1	-6	COc1cc(S(=O)(=O)Nc2ccccc2)ccc1NC=O
84	91	0	96	98	104	4	2	O=C1OC(Oc2ccccc2)(c2ccccc2)c2ccccc21 (stereo not drawn)
91	95	2	99	100	100	8	-37	COc1cc(C(=O)NCCOc2cccc(C)c2)c(Br)c(OC)c1OC
96	99	5	94	99	100	0	-36	Cc1ccc(C)c(N(CC(=O)NC2CCCC2)S(=O)(=O)c2ccccc2)c1
107	104	0	99	105	96	19	5	COCc1cc(C)n(CC(=O)NCC2CCCO2)c(=O)c1C#N (stereo not drawn)
106	103	2	89	102	100	14	0	CN(C)S(=O)(=O)c1ccc(NC(=O)/C=C/c2ccccc2Cl)cc1
99	103	3	102	97	109	9	4	O=S(=O)(c1ccc(F)cc1)c1nc(-c2ccccc2)oc1N1CCOCC1
88	86	2	99	94	106	1	28	CN(CC(=O)N1CCN(c2ncccn2)CC1)S(=O)(=O)c1ccc(Cl)cc1
112	110	0	105	104	107	-2	-18	COc1ccc2c(C)c(C(=O)NCC(C)O)oc2c1OC (stereo not drawn)
98	99	2	92	95	97	-4	6	Cc1n[nH]c(=O)c2c(NC(=O)CSc3nc4ccccc4c(=O)n3C(C)C)oc(C)c12
92	90	0	88	102	92	32	2	CCN(CC)C(=O)C(=O)Nc1cccc(Br)c1
105	102	1	102	101	93	2	-5	C=CCNC(=O)CN1N=C(c2ccc(C)cc2)CCC1=O
119	97	0	76	92	90	-4	0	Cc1c(N2C(=O)/C(=C/c3ccccc3)SC2=S)c(=O)n(-c2ccccc2)n1C
105	100	0	98	98	100	-5	0	CCOc1ccc(CCNC(=O)c2nnn(CC(=O)Nc3ccc(OC)c(OC)c3)c2N)cc1OCC
99	101	0	98	110	96	1	3	CCCCCCCCCC[n+]1cccc(C(=O)N(CC)CC)c1
102	103	4	103	101	98	12	-4	CCCCCCCc1nc2c(=O)n(C)c3ccccc3c2o1
88	94	3	95	99	90	-10	11	COc1cccc(CN(C)C(=O)c2cc(-c3cccs3)nc3ccccc23)c1
101	86	0	102	102	98	-25	2	O=C(COC(=O)c1cc[n+]([O-])cc1)Nc1cccc(Cl)c1Cl
83	115	1	99	107	105	-3	7	Cc1cccc(C(=O)N/N=C2\CS(=O)(=O)N(C)c3ccsc32)c1
97	104	0	93	99	100	-5	1	Cc1ccc(NC(=O)c2cccs2)cc1NC(=O)c1cccnc1
